# Screens from PubChem BioAssay.
# ALOX12 inh = ALOX12 (human) lipoxygenase inhibition | purified 12hLO, xylenol orange hydroperoxide absorbance | Potency, µM (series often up to 108 µM), without a hit: top-dose activity change, negative = inhibition, actives largely listed as inhibitors | 580,000 tested, 1.1% active | P18054; also: potency is read from the fitted curve at half-maximal effect; % is scaled to controls: 0 for no effect and ±100 for the full control effect
#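 Hydroperoxide product was detected by ferrous iron/xylenol orange as the 573 to 405 nm absorbance ratio. Arachidonic acid at 40 uM (final) was turned over for 30 min at room temperature by 150 nM human 12hLO, pH 7.0 Hepes buffer, after 15 min compound preincubation.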
# Anesthetic bind = candidate novel general anesthetic via apoferritin binding; 350,000 tested, 0.074% active; P02791; apoferritin/1-aminoanthracene competitive binding, fluorescence; Potency, µM (doses to about 77.5 µM), inactives show at the highest dose activity change, negative = displacement, usual class: inhibitors; also: potency is read from the fitted curve at half-maximal effect; % is scaled to controls: 0 for no effect and ±100 for the full control effect; nearly all actives have a fitted effect of over 20% in size
# Target sequence (P02791 2-175 limits assumed): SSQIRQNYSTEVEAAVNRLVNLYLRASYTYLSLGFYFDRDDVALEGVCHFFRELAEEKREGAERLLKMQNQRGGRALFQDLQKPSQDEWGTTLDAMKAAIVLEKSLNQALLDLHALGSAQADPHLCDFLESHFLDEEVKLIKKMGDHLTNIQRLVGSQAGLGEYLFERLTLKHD
#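 10 uM apoferritin + 50% sat. 1-AMA, PBS; cpd 10 min RT; Ex380/Em535 endpoint; normalized to free probe vs complex; 4-param Hill fit; propofol titration as pos. ctrl.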
# RGS4 inhibitor = blocks human RGS4-accelerated GTP hydrolysis | Potency, µM (doses to about 114 µM), without a hit: at the highest dose activity change, negative = inhibition, usual class: inhibitors | 390,000 tested, 0.039% active | P49798 | Transcreener GDP fluorescence polarization, RGS4-accelerated GTP hydrolysis; also: potency is read from the fitted curve at half-maximal effect; % is scaled to controls: 0 for no effect and ±100 for the full control effect; nearly all actives have a fitted effect of over 75% in size; some results filed as inactive show a strong effect at the top dose
#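 MLSMR compounds (23 nl, pin-transferred) preincubated 10 min at room temperature with a 500nM (2x) first reagent, then RGS4 at 900nM (2x) plus Transcreener GDP mix added; fluorescence polarization (620/688 nm) read before and after 90 min at 30 °C.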
# POLB inh = DNA polymerase beta (human) inhibition; P06746; Pol beta primer extension/strand displacement, fluorescence kinetic; Potency, µM (highest dose often 114 µM), for the others: at the highest dose activity change, negative = inhibition, hits mostly inhibitors; 340,000 tested, 1.3% active; AID 485314; also: potency is read from the fitted curve at half-maximal effect; % is scaled to controls: 0 for no effect and ±100 for the full control effect
#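 Kinetic readout of DNA synthesis with strand displacement by Pol beta. Compound and 10 nM enzyme sit 15 min at room temperature; 50 nM substrate starts the reaction, read immediately and at 10 min.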
# ERG-DNA inh = inhibitors of human ERG Ets domain-DNA interaction. P11308. fluorescence polarization, His-ERG Ets domain / labelled DNA. Potency, µM (series often up to 76.9 µM), without a hit: at the top dose FP activity, negative = inhibition, hits mostly inhibitors. 370,000 tested, 0.028% active. AID 624246; active = well fitted inhibition curve with a large enough effect in the polarisation, with a control signal flat; inconclusive = small, poorly fitted or top-dose-only effect, or effect the other way, or a change in a side signal; inactive = no such curve, though single readings can be large or run the other way; the % refers to the polarisation;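 also: polarization taken with two DNA probes labelled with fluorescein and Texas red; potency is read from the fitted curve at half-maximal effect; % of control where 0% means no effect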
#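 His-tagged ERG Ets domain (1 uM in the protein solution; 300mM KCl, 50mM Tris-HCl, 1mM EDTA, 1mM DTT, pH 7.5) received compound, then a probe mix of 5 nM fluorescein-DNA and 100nM Texas-615-DNA. Fluorescence polarization was read for both dyes.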
# APEX1 inh = inhibitors of human APE1 endonuclease | Potency, µM (top dose mostly 65.8 µM), for the others: at the highest dose activity change, negative = inhibition, actives largely listed as inhibitors | recombinant APE1, TAMRA/BHQ-2 abasic DNA cleavage fluorescence | AID 2517 | 350,000 tested, 0.35% active;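 also: potency is read from the fitted curve at half-maximal effect; plate controls were vehicle for no effect and reference inhibitor for full effect; nearly all actives have a fitted effect of over 55% in size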
#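 Endonuclease cleavage of a quenched abasic-site DNA duplex (50 nM) by APE1 (0.75 nM) was tracked by TAMRA dequenching. Compounds were preincubated with enzyme 15 min at room temperature; data normalized to buffer-only and DMSO wells plus NSC13755 control.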
# LDHA inh = LDHA (human) enzyme inhibition | P00338 | purified LDHA, NADH/diaphorase-resazurin fluorescence; stronger effect = lower value | activity change, % (values are at about 110 or 230 µM) | 480,000 tested, 0.15% active | AID 1347041; in the data active = activity change below about -30%; inconclusive = mostly about -25% to -30%;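 also: plate controls were DMSO wells for no effect and wells without enzyme for full effect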
#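 LDH5 2 nM; NADH 0.06 mM, pyruvate 0.2 mM; 200 mM Tris pH 7.4, EDTA, Tween-20; 5 min RT. Detection: diaphorase 0.133 mg/mL + resazurin 37 µM, fluorescence ex540/em590 at 0 and 20 min; normalized to enzyme-free and DMSO wells.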
# POLH inh = inhibitors of human DNA polymerase eta | recombinant Pol eta, fluorescent DNA replication assay | Potency, µM (series often up to 114 µM), without a hit: at the highest dose activity change, negative = inhibition, hits mostly inhibitors | 390,000 tested, 1.2% active | AID 588591; also: potency is read from the fitted curve at half-maximal effect; % is scaled to controls: 0 for no effect and ±100 for the full control effect
#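 Pol eta (10 nM) was preincubated with compounds for 15 min at room temperature, after which fluorescent replication substrate (50 nM final) was added to start the reaction. Fluorescence was read kinetically at 0 and 10 min.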
# POLK inh = inhibitors of human DNA polymerase kappa. Q9UBT6. purified Pol kappa, fluorescent DNA synthesis assay, 10 min. Potency, µM (series often up to 107 µM), without a hit: at the highest dose activity, negative = inhibition, most hits filed as inhibitors. 400,000 tested, 0.53% active. AID 588579; also: potency is read from the fitted curve at half-maximal effect; % is scaled to controls: 0 for no effect and ±100 for the full control effect
# Target sequence (Q9UBT6 whole entry, looked up): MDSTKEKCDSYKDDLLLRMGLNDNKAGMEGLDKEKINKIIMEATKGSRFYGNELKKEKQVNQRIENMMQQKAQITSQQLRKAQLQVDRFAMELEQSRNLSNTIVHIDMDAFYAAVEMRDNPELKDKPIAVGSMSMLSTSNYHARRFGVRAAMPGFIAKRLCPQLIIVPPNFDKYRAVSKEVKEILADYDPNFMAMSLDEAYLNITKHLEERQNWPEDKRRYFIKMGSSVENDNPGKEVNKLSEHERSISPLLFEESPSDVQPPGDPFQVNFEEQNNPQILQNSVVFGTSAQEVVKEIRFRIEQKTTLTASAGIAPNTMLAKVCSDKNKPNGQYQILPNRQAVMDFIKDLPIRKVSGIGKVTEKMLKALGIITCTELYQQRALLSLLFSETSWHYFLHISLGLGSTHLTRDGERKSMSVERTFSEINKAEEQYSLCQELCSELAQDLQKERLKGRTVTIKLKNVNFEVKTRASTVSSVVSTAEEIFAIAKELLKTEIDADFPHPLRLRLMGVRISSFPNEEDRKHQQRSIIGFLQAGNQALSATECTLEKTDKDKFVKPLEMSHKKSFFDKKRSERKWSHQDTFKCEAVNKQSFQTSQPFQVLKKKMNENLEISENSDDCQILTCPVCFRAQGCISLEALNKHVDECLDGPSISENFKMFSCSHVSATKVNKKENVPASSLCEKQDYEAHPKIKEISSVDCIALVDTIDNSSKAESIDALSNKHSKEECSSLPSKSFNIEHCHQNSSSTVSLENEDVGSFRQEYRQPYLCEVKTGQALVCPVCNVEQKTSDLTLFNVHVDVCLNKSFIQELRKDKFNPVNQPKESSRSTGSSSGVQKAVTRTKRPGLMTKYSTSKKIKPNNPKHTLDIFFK
#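 Kinetic fluorescence screen: compound preincubated 15 min RT with 10 nM enzyme; 50 nM substrate (final) initiates; reads at 0/10 min.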
# * marks the source's active call; other numbers are inactive results; ? = inconclusive; nt = no result given; [ ] = another dose, or the depositor's remark. Unless noted, calls follow the shape of the dose curve; as a rule, active = well fitted curve in the direction sought with a large enough effect; inconclusive = small, poorly fitted or top-dose-only effect, or another doubt; inactive = no such curve, though single readings can be large; an effect the other way counts as inactive or inconclusive. These rows are one share of the data, so the mix of outcomes need not match the whole.
SMILES,ALOX12 inh,Anesthetic bind,RGS4 inhibitor,POLB inh,ERG-DNA inh,APEX1 inh,LDHA inh,POLH inh,POLK inh
Cc1c(C(=O)NCc2ccc3c(c2)OCO3)oc2ccc(S(=O)(=O)N3CCC(C)CC3)cc12,nt,-8%,18%,-1%,5%,-2%,-2,-11%,-15%
CCOc1cc2[nH]c(=O)n(CCCCC(=O)NC3CCCCCC3)c(=O)c2cc1OCC,10%,-14%,11%[11.4 µM],23%,10%,-3%,-5,-3%,-7%
O=C(CCC(=O)NNC(=S)Nc1ccccc1)NCc1ccccc1,27%,-3%,2%,34%[activator],-3%,-3%,-10,-12%,-1%
CN1CCN(S(=O)(=O)c2cccc(S(=O)(=O)c3cccc(S(=O)(=O)N4CCN(C)CC4)c3)c2)CC1,-3%,-10%,14%,2%,-5%,0%,-1,-14%,2%
Cc1cc(=O)n(Cc2cccc(F)c2)c2c1c(C)nn2-c1cccc(F)c1,-9%,19%,9%,1%,-7%,nt,-9,-3%,-24%
COc1cccc(-c2nnc(SCC(=O)N3CCCC3=O)n2-c2ccccc2)c1,-14%[57.4 µM],-12%,-3%,14%,nt,13%,-4,-10%,6%
NC(=S)N/N=C\c1c(OCc2ccccc2Cl)ccc2ccccc12,22µM*,68%[activator],-17%,-29%,16%,-5%,-5,-9%,-11%
O=C(CCS(=O)(=O)c1cccs1)N1CCN(c2ccc(F)cc2)CC1,-10%,-9%,3%,15%,-1%,-11%,-8,1%,1%
CCOc1ccccc1C(=O)N1CCC(n2nnc3cc(C(F)(F)F)ccc32)CC1,-24%,4%,10%,4%,-9%,-1%,2,-1%,-18%
COc1ccc2c(c1OC)C(=O)N(c1cccc(C)c1)C2,-18%,-11%,-32%,-1%,-2%,2%,0,-4%,1%
C=CC[C@@H](Cc1ccc(F)cc1)C(=O)OC[C@H]1CCCN1C(=O)[C@@H](CC=C)CC(=O)N[C@@H](CO)Cc1ccccc1,-5%,nt,-48%,nt,19%,-12%,7,-24%,-1%
O=C(NCc1cccc(Br)c1)C1CC(c2ccc(C(F)(F)F)cc2)=NO1 (centres undefined),-6%,nt,7%,nt,5%,nt,-2,-14%,-4%
COc1ccc(CC(=O)N2CCC(n3nccc3NC(=O)C3CC3)CC2)cc1,1%,-6%,5%,38%,5%,-1%,-12,-6%,-6%
CN(Cc1ccccc1)C(=O)COC(=O)c1cncc(Br)c1,-27%,-15%,5%,30%,2%,?,-7,-9%,-6%
COc1cccc(CNc2ccc3[nH]c(=O)[nH]c3c2)c1OCc1ccccc1Cl,-20%,-11%,-37%,-12%,0%,2%,3,?,-5%
Cc1cccc(C)c1OCc1cc(C(=O)N2CCN(c3ccccn3)CC2)no1,5%,-20%,-23%[56.9 µM],-3%,-9%,46%[activator],-1,-27%,2%
NNC(=O)c1cc2nc(-c3cccs3)cc(C(F)(F)F)n2n1,2%,119%[activator],-48%,19%,-4%,7%,0,-14%,5%
COc1cccc(-c2nn(-c3ccc(F)cc3)cc2C(=O)NCC2CCCO2)c1 (centres undefined),-2%,nt,-33%,nt,4%,11%,-3,-10%,-10%
CCCC(C)C(=O)Nc1ccc(S(=O)(=O)Nc2nccc(C)n2)cc1 (centres undefined),-1%,-5%,17%,-7%,-5%,6%,-6,-22%,-4%
O=C(NCc1ccc2c(c1)OCO2)c1cc(-c2ccccc2)on1,20%,-18%,2%,30%,nt,0%,-2,-4%,-8%
CCCc1nnc(NC(=O)CCC(=O)NC2CCCCCC2)s1,-6%,-3%,11%,2%,-3%,4%,-3,-10%,-16%
CC(C)(C)NC(=O)C1CCN(C(=O)c2ccc(Br)cc2)CC1,-10%,-5%,17%,?,2%,5%,1,2%,-2%
COc1ccc(NC(=O)c2ccc(N3CCOCC3)nc2)cc1,-3%,-19%,-2%,0%,-5%,-11%,0,-7%,-8%
CC(C)COC(=O)CNc1n[nH]c(=S)[nH]c1=O,-22%,-10%,-3%,4%,nt,15%,0,5%,-4%
O=C(CN1C(=O)NC(Cc2c[nH]c3ccccc23)C1=O)NCCc1ccc(F)cc1 (centres undefined),11%,-5%,6%,?,-10%,38%,-3,-14%,-2%
COc1ccc(OC)c(C(=O)NC(CC(N)=O)c2ccc(N3CCN(c4ccccn4)CC3)c([N+](=O)[O-])c2)c1 (centres undefined),-6%,-19%,-3%,0%,4%,-11%,-2,-3%,11%
Cc1nn(C(C)(C)C)c(C)c1/C=N/OC(=O)Nc1ccc(Cl)c(Cl)c1,4%,4%,-20%,-23%,7%,0%,0,-16%,7%
COc1ccc([N+](=O)[O-])cc1NCc1ccccc1,-9%,?,20%,-17%,-12%,0%,-11,-22%,-11%
COC(=O)C1=C(C(=O)OC)[C@@H]2N(C)c3ccccc3[C@@]23C[C@@H](C(=O)OC)N(C(C)=O)C3=N1,4%,-8%,6%,1%,12%,19%[12.4 µM],-1,-5%,-13%
Cc1cc(/C=N/NC(=O)C(O)(c2ccccc2)c2ccccc2)c(C)n1-c1ccc(C(=O)O)cc1,?,-9%,25%,?,-11%,?,-8,79µM*,-22%
CC(C)C[C@H](NC(=O)OC(C)(C)C)C(=O)NCC1CCC(C(=O)N[C@@H](Cc2ccccc2)C(=O)O)CC1 (some centres undefined),52%[activator],1%,15%,-23%,-17%,45%[activator],0,5%,4%
CCn1c(SCC(=O)Nc2cc(C)on2)nc2c1c(=O)n(C)c(=O)n2C,9%,-1%,-17%,10%,1%,-2%,-3,8%,10%
Cc1nc2ccc(-c3nc4cc(N)ccc4o3)cc2[nH]1,38%[activator],18%,13%,?,-9%,-3%,0,-11%,-22%
COC(=O)[C@H](CCSC)NC(=O)Cn1cnc2c(OCc3ccccc3)ncnc21,-26%,nt,2%,nt,-7%,-8%,0,-2%,3%
CCOC(=O)N1CCC(NC(=O)c2cc(C(=O)NCc3cccc(Cl)c3)ccc2CO)CC1,0%[57.4 µM],161%[activator],2%,14%,8%,1%,-3,-11%,-6%
COc1ccc([C@H]2CC(=O)C=C(c3cccc(Cl)c3)C2)cc1OC,-14%,nt,-5%,nt,-2%,22%,0,-23%,14%
CC1CCCCC1NC(=O)c1ccc(NC2=NC3CS(=O)(=O)CC3S2)cc1 (centres undefined),-26%,0%,-15%[56.9 µM],-19%,-9%,52%[activator],-2,?,4%
COc1cc2c(cc1OC)C(C)N(C(=O)Nc1ccc(F)cc1)CC2 (centres undefined),9%,3%,-7%,7%,-4%,8%,-3,-11%,-11%
Cc1ccc(NC(=O)Cn2c(=O)n(CCCCC(=O)NCc3ccccc3Cl)c(=O)c3ccccc32)cc1,?,1%,0%,-14%,3%,nt,0,-9%,7%
CN(C)c1ccc(C(CNC(=O)COc2ccc(Cl)cc2)N2CCCC2)cc1 (centres undefined),-13%,-7%,9%,-1%,-9%,-3%,-4,-18%,-6%
COc1ccc(C2=C(C)C(N3CCC(C(=O)NCc4ccc(C)o4)CC3)=NS2(=O)=O)cc1,-14%,?,-23%,5%,-1%,nt,-1,nt,27%
O=C(O)CSCNC(=O)CC12CC3CC(CC(C3)C1)C2,5%,-9%,10%[56.9 µM],1%,-4%,1%,-6,-2%,-9%
Cc1oc2ccc(O)c(CN3CCOCC3)c2c1C(=O)Nc1cccc(C(F)(F)F)c1,?,-14%,14%,3%,-3%,nt,3,-8%,-6%
O=C(Cn1cc(SCc2ccc(Cl)cc2)c2ccccc21)N1CCCC1,-19%,289%[activator],12%,-4%,-1%,nt,7,-19%,-16%
O=C(COC(=O)c1ccc([N+](=O)[O-])cc1)NC12CC3CC(CC(C3)C1)C2,2%,nt,16%,nt,-4%,30%,-2,-5%,-2%
Cc1nc(SCc2ccc(O)c([N+](=O)[O-])c2)c([N+](=O)[O-])[nH]1,?,?,?,-13%,4%,13%,-10,-1%,-11%
O=C(NC(=S)NC1CCCCCCCCCCC1)c1cccnc1,261%[activator],-15%,38%,12%,-3%,25%,-10,-7%,-3%
O=c1oc(CCCO)cc2ccc(/C=C/c3cccc([N+](=O)[O-])c3)cc12,-11%,nt,-3%,nt,0%,-5%,-11,-9%,2%
CCC(=O)Nc1ccc(C(=O)NNC(=O)C2CCCCC2)cc1,12%,-3%,-20%,2%,5%,20%,-1,-21%,-2%
CCN(CC)C(=S)SCC(=O)c1ccc(Br)cc1,?,?,4%,-3%,11%,-1%,-3,-23%,0%
CN(C)S(=O)(=O)c1cccc(NC(=O)c2sccc2-c2ccccc2)c1,-6%,-8%,-5%,2%,-18%,14%,-9,-26%,-5%
CC1=Nc2cc(C(=O)NC3CCC(C)CC3)ccc2Sc2c(C)ccc(C)c21 (centres undefined),-21%,-10%,25%,30%[activator],-16%,nt,-5,-19%,0%
C=C(c1ccccc1Cl)[n+]1ccccc1,0%,-13%,-19%,8%,0%,25%,4,-16%,3%
CC(=O)CC(=O)NC1CCc2ccccc21 (centres undefined),-3%,nt,8%,nt,nt,nt,-3,-5%,-13%
Cc1cc2cc(CN(CCN3CCOCC3)C(=O)Nc3ccccc3F)c(=O)[nH]c2cc1C,4%,?,-9%,3%,-4%,-1%,-1,-10%,-3%
